CHRM1 PAM: potentiates human M1 receptor response to acetylcholine | CHO-K1 hM1, Fluo-8 calcium fluorescence, ACh EC20; 0% = ACh EC20, 100% = maximal ACh | activation, % at 3 µM | hit rate 0.088% among 360,000 | AID 588819; in the data active = activation above about 19%, passing the limit was not always enough
CRFBP-R2 block: CRF-BP/CRF-R2 complex antagonism | inhibition, % at 11.8 µM | AID 588475 | HEK293 CRF-R2/CRF-BP, CRF-induced calcium fluorescence | hit rate 0.59% among 350,000;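 active = inhibition of the ligand-induced calcium signal above about 50% at the single tested concentration, limit read from the data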
M4 PAM: CHRM4 positive allosteric modulation; hit rate 0.4% among 360,000; CHO-K1 hM4/Gqi5, Fluo-8 calcium fluorescence, ACh EC20; 0% = ACh EC20, 100% = maximal ACh; P08173; AID 624126; activation, % at 3 µM;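 active = activation above its plate's cutoff, the mean activation of sample wells plus 3 SD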; note: some results filed as inactive read as strong as hits
Target sequence (P08173 whole entry, looked up): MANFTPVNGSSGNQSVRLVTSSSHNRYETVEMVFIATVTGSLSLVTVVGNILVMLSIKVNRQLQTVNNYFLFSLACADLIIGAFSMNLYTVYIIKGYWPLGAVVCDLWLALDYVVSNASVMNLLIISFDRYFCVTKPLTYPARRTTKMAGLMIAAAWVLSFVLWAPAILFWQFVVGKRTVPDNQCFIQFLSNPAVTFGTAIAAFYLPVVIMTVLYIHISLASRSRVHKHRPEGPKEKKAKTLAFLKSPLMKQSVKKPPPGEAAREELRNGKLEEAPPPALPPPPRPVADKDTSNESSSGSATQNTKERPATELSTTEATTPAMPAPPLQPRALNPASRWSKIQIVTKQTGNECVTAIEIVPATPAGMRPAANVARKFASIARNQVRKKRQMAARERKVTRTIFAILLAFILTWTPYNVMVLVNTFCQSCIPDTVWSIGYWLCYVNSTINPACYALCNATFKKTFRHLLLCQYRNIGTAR
M4 antag: blocks acetylcholine activation of human M4 receptor; inhibition, % at 3 µM; CHO-hM4 cells, ACh EC80, Fluo-8 calcium fluorescence; hit rate 0.73% among 360,000; P08173;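 active = inhibition above its plate's cutoff, the mean inhibition of sample wells plus 3 SD, cut at about 27% in these data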;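 note: 0% = acetylcholine EC80 with DMSO and 100% = DMSO without agonist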
M4 ag: agonists of human muscarinic M4 receptor (CHRM4) | P08173 | CHO-K1 hM4/Gqi5, Fluo-8 calcium fluorescence; vehicle 0%, full acetylcholine response 100% | activation, % at 3 µM | hit rate 0.14% among 360,000 | AID 624127;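 active = activation above the run mean over all test wells plus 3 SD, cut at about 32% in these data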;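 note: peak over basal fluorescence ratio per well then scaled between controls; 0% = DMSO wells and 100% = acetylcholine at EC100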
CRFR2-BP ag: CRF-BP/CRF-R2 complex agonism; hit rate 0.46% among 350,000; activation, % at 13.2 µM; HEK293 CRF-R2/CRF-BP, calcium dye fluorescence (FLIPR); percent of saturating CRF peptide response;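 active = activation of at least 50%, plus an integration ratio under a set limit after plate pattern correction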;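 note: plate controls were neutral control wells without compound for no effect and CRF at EC100 for full effect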
CHRM5 PAM: CHRM5 positive allosteric modulation. CHO-K1 hM5, Fluo-8 calcium, ACh EC20 PAM; 0% = ACh EC20, 100% = ACh EC100. activation, % at 3 µM. hit rate 0.3% among 360,000;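 active = activation above the run cutoff, the mean activation of all test compounds plus 3 SD, cut at about 18% in these data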
Target sequence (P08912 whole entry, looked up): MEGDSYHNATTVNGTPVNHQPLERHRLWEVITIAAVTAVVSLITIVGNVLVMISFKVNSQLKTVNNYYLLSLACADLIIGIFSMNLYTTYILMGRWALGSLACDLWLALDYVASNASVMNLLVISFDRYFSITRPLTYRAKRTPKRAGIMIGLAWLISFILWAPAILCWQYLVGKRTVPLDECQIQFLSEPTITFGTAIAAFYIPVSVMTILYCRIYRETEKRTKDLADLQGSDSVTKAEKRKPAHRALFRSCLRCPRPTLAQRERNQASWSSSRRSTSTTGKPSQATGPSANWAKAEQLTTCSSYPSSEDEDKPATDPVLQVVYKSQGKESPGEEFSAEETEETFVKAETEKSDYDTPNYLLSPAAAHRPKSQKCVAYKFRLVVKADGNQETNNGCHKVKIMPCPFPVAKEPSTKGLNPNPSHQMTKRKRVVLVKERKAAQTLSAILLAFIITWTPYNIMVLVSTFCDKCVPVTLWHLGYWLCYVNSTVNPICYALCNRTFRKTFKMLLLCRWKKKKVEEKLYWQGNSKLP
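System: CHO-K1 hM5 cells. Reagent: acetylcholine, EC20 level. Compound dosing: single dose, 3 µM nominal final test concentration. Timing: Post-acetylcholine fluorescence recording 140 s. Detection: Fluo-8 calcium fluorescence. Read-out: % activation, ACh-normalized. Benchmarks: ACh EC20 and EC100 wells. Repeats: singlicate, one well per test compound.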
M5 antag: CHRM5 antagonism in calcium assay. P08912. inhibition, % at 3 µM. CHO-hM5 cells, Fluo-8 calcium fluorescence, ACh EC80. AID 624040. hit rate 0.59% among 360,000;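 active = inhibition above a per-plate cutoff, the mean of that plate's test compounds plus 3 SD, cut at about 27% in these data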;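 note: 0% = acetylcholine EC80 with DMSO and 100% = DMSO without agonist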
M5 ag: CHRM5 agonism in calcium assay. P08912. AID 624037. hit rate 0.19% among 360,000. activation, % at 3 µM. CHO-K1 hM5 cells, Fluo-8 calcium fluorescence; 0% DMSO wells, 100% maximal acetylcholine response;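 active = activation above the run's mean over test compounds plus 3 SD, cut at about 23% in these data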;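 note: signal is peak over basal fluorescence ratio across the kinetic read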
Active calls of the source: *.

What do the screens show for `CCC(C(=O)N1CCN(c2ncccn2)CC1)c1ccccc1` (stereo not given)?
CHRM1 PAM: 12; CRFBP-R2 block: 12; M4 PAM: 4; M4 antag: -13; M4 ag: 1; CRFR2-BP ag: -6.3; CHRM5 PAM: -4; M5 antag: 5; M5 ag: -1

What do the screens show for `COc1ccccc1CCNC(=O)C(=O)NCC1OCCCN1S(=O)(=O)c1cc(C)ccc1C` (stereo not given)?
CHRM1 PAM: 2; CRFBP-R2 block: -10; M4 PAM: -3; M4 antag: -6; M4 ag: 9; CRFR2-BP ag: 0.1; CHRM5 PAM: -1; M5 antag: 0; M5 ag: -1

How did CC(C)N1CC(O)=C(c2nc3ccccc3c(=O)[nH]2)C1=N do in these assays?
CHRM1 PAM: 1; CRFBP-R2 block: 17; M4 PAM: 1; M4 antag: -1; M4 ag: 2; CRFR2-BP ag: 1.2; CHRM5 PAM: -2; M5 antag: 9; M5 ag: 0

Results for COCC(=O)N1CCC(Oc2ccc(C(=O)NCc3cc(C)no3)cc2)CC1 ?
CHRM1 PAM: 5; CRFBP-R2 block: 5; M4 PAM: 5; M4 antag: -7; M4 ag: 0; CRFR2-BP ag: -0.2; CHRM5 PAM: 3; M5 antag: 2; M5 ag: -4

Results for CCn1c(SCC(=O)Nc2nccs2)nnc1-c1ccc(S(=O)(=O)N2CCCCC2)cc1 ?
CHRM1 PAM: -1; CRFBP-R2 block: 0; M4 PAM: -12; M4 antag: 2; M4 ag: 8; CRFR2-BP ag: -1.7; CHRM5 PAM: -11; M5 antag: 2; M5 ag: 2

How did CCC(C)NCCOc1ccc(C)cc1[N+](=O)[O-] (stereo not given) do in these assays?
CHRM1 PAM: 3; CRFBP-R2 block: 2; M4 PAM: -2; M4 antag: -5; M4 ag: 2; CRFR2-BP ag: -1.0; CHRM5 PAM: 1; M5 antag: 5; M5 ag: -3

What do the screens show for `CC1CCCCC1NC(=O)CCCN1C(=O)c2ccccc2C1=O` (stereo not given)?
CHRM1 PAM: 7; CRFBP-R2 block: -2; M4 PAM: 3; M4 antag: -2; M4 ag: 1; CRFR2-BP ag: -0.4; CHRM5 PAM: -6; M5 antag: -1; M5 ag: -5

Results for COc1ccc(S(=O)(=O)Nc2cccc(/C=C/C(=O)O)c2)cc1 ?
CHRM1 PAM: 2; CRFBP-R2 block: 2; M4 PAM: 12; M4 antag: 1; M4 ag: -1; CRFR2-BP ag: 4.8; CHRM5 PAM: 0; M5 antag: 3; M5 ag: -1

What do the screens show for `Cc1ccc(Cc2c(-c3ccc(Cl)cc3)nc3cc(C)c(Br)c(C)n23)cc1`?
CHRM1 PAM: 5; M4 PAM: 13; M4 antag: -5; M4 ag: -1; CHRM5 PAM: -3; M5 antag: 3; M5 ag: -1

Results for Cc1cc(=O)c(C(=O)O)cn1-c1ccc(C(C)C)cc1 ?
CHRM1 PAM: -6; CRFBP-R2 block: 25; M4 PAM: -6; M4 antag: 11; M4 ag: 0; CRFR2-BP ag: -1.6; CHRM5 PAM: -1; M5 antag: 15; M5 ag: -3

What do the screens show for `COc1cccc(N2CCN(C(=O)C3CCCN(S(=O)(=O)c4ccc5c(c4)oc(=O)n5C)C3)CC2)c1` (stereo not given)?
CHRM1 PAM: -2; CRFBP-R2 block: -8; M4 PAM: 0; M4 antag: -3; M4 ag: 4; CRFR2-BP ag: 3.7; CHRM5 PAM: -7; M5 antag: 21; M5 ag: -3

What do the screens show for `COc1cc(C)c(CN2CCN(C(=O)CCC(=O)c3ccc(C)s3)CC2)cc1OC`?
CHRM1 PAM: 8; CRFBP-R2 block: 6; M4 PAM: -4; M4 antag: 1; M4 ag: 2; CRFR2-BP ag: 0.3; CHRM5 PAM: 3; M5 antag: -7; M5 ag: -2

What do the screens show for `O=C(NC1=NCCS1)c1ccc(Cl)c(S(=O)(=O)N2CCOCC2)c1`?
CHRM1 PAM: -5; CRFBP-R2 block: -1; M4 PAM: -2; M4 antag: 1; M4 ag: 1; CRFR2-BP ag: 0.5; CHRM5 PAM: 12; M5 antag: -7; M5 ag: -2

How did S=c1[nH]ncn1/N=C/c1cccs1 do in these assays?
CHRM1 PAM: 8; CRFBP-R2 block: 9; M4 PAM: 4; M4 antag: -6; M4 ag: 1; CRFR2-BP ag: -1.4; CHRM5 PAM: 6; M5 antag: -7; M5 ag: -3

Results for O=C(COc1ncnc2sccc12)NC1CCCCC1 ?
CHRM1 PAM: 9; CRFBP-R2 block: -19; M4 PAM: 10; M4 antag: 13; M4 ag: -1; CRFR2-BP ag: 2.7; CHRM5 PAM: 1; M5 antag: 1; M5 ag: 2

What do the screens show for `CCN(CC(=O)NCCCN1CCOCC1)S(=O)(=O)c1ccc(F)cc1`?
CHRM1 PAM: 0; CRFBP-R2 block: 1; M4 PAM: 0; M4 antag: 5; M4 ag: 1; CRFR2-BP ag: 0.4; CHRM5 PAM: -2; M5 antag: 9; M5 ag: -5

Results for COc1cccc(/C=C2/SC(=S)N(CC(=O)NNC(=O)c3ccccc3OC)C2=O)c1 ?
CHRM1 PAM: 9; CRFBP-R2 block: -20; M4 PAM: -4; M4 antag: -8; M4 ag: 1; CRFR2-BP ag: -0.3; CHRM5 PAM: 9; M5 antag: -2; M5 ag: -2

What do the screens show for `CC(OC(=O)CN(C)S(=O)(=O)c1ccc(Cl)cc1)C(=O)Nc1ncc(Cl)cc1Cl` (stereo not given)?
CHRM1 PAM: -6; CRFBP-R2 block: -6; M4 PAM: 5; M4 antag: 1; M4 ag: 0; CRFR2-BP ag: -0.3; CHRM5 PAM: -4; M5 antag: 8; M5 ag: -2

Results for COc1ccccc1/C=C/C=c1\sc2nc(=O)c(Cc3ccccc3)nn2c1=O ?
CHRM1 PAM: 1; CRFBP-R2 block: 6; M4 PAM: -8; M4 antag: 9; M4 ag: 0; CRFR2-BP ag: 3.8; CHRM5 PAM: -3; M5 antag: 8; M5 ag: 1

How did CCn1c(CNc2ccccc2Cl)nnc1SCC(=O)OC1CCCCC1 do in these assays?
CHRM1 PAM: -18; CRFBP-R2 block: -4; M4 PAM: -15; M4 antag: 5; M4 ag: 10; CRFR2-BP ag: -0.6; CHRM5 PAM: -11; M5 antag: 3; M5 ag: -2

2 records drawn at random from those above, as already listed:
What do the screens show for `CC1CCCCC1NC(=O)CCCN1C(=O)c2ccccc2C1=O` (stereo not given)?
CHRM1 PAM: 7; CRFBP-R2 block: -2; M4 PAM: 3; M4 antag: -2; M4 ag: 1; CRFR2-BP ag: -0.4; CHRM5 PAM: -6; M5 antag: -1; M5 ag: -5

What do the screens show for `COc1cccc(N2CCN(C(=O)C3CCCN(S(=O)(=O)c4ccc5c(c4)oc(=O)n5C)C3)CC2)c1` (stereo not given)?
CHRM1 PAM: -2; CRFBP-R2 block: -8; M4 PAM: 0; M4 antag: -3; M4 ag: 4; CRFR2-BP ag: 3.7; CHRM5 PAM: -7; M5 antag: 21; M5 ag: -3

New compounds follow:
How did Cc1ccc(CCc2nnc(SCC(=O)Nc3cc(Cl)ccc3Cl)n2-c2ccccc2)o1 do in these assays?
CHRM1 PAM: 4; CRFBP-R2 block: 6; M4 PAM: -15; M4 antag: 2; M4 ag: 0; CRFR2-BP ag: 0.8; CHRM5 PAM: -15; M5 antag: 23; M5 ag: -4

Results for CN(C)CC1(c2ccccc2)CCCC1 ?
CHRM1 PAM: -1; CRFBP-R2 block: 25; M4 PAM: 10; M4 antag: -4; M4 ag: 0; CRFR2-BP ag: -3.7; CHRM5 PAM: 1; M5 antag: 0; M5 ag: -6

What do the screens show for `CCOc1ccccc1N1CCN(CC(=O)Nc2nc(C)c(C(=O)N(C)C)s2)CC1`?
CHRM1 PAM: 2; CRFBP-R2 block: -5; M4 PAM: -1; M4 antag: 4; M4 ag: 1; CRFR2-BP ag: -0.5; CHRM5 PAM: -10; M5 antag: 26; M5 ag: -6

Results for Cc1ccsc1C(=O)NNC(=O)c1ccc(NS(=O)(=O)c2cccs2)cc1 ?
CHRM1 PAM: 1; CRFBP-R2 block: 7; M4 PAM: -3; M4 antag: -4; M4 ag: 1; CRFR2-BP ag: -0.3; CHRM5 PAM: 1; M5 antag: 1; M5 ag: 2

Results for Cn1c(N)c(C(=O)COC(=O)CSc2cccc3cccc(Cl)c23)c(=O)n(C)c1=O ?
CHRM1 PAM: 4; CRFBP-R2 block: -5; M4 PAM: 10; M4 antag: -22; M4 ag: 2; CRFR2-BP ag: -0.8; CHRM5 PAM: 8; M5 antag: 3; M5 ag: -1

How did CC1CC(C)(C)NC(=S)N1CCC(=O)Nc1ccc2c(c1)OCCO2 (stereo not given) do in these assays?
CHRM1 PAM: 7; CRFBP-R2 block: -4; M4 PAM: 6; M4 antag: -2; M4 ag: 1; CRFR2-BP ag: 0.9; CHRM5 PAM: 3; M5 antag: 7; M5 ag: 0

How did Cc1c(C(=O)NCc2ccc3c(c2)cc(C)n3C)cccc1[N+](=O)[O-] do in these assays?
CHRM1 PAM: -10; CRFBP-R2 block: 13; M4 PAM: -9; M4 antag: -7; M4 ag: 8; CRFR2-BP ag: 2.0; CHRM5 PAM: 2; M5 antag: -3; M5 ag: -1

How did O=C(O)CCCNCc1ccccc1F do in these assays?
CHRM1 PAM: 10; CRFBP-R2 block: -9; M4 PAM: 0; M4 antag: 3; M4 ag: 0; CRFR2-BP ag: -2.2; CHRM5 PAM: 1; M5 antag: 3; M5 ag: 1

Entries from the list above that contain a Cl atom (6):
What do the screens show for `Cc1ccc(Cc2c(-c3ccc(Cl)cc3)nc3cc(C)c(Br)c(C)n23)cc1`?
CHRM1 PAM: 5; M4 PAM: 13; M4 antag: -5; M4 ag: -1; CHRM5 PAM: -3; M5 antag: 3; M5 ag: -1

What do the screens show for `O=C(NC1=NCCS1)c1ccc(Cl)c(S(=O)(=O)N2CCOCC2)c1`?
CHRM1 PAM: -5; CRFBP-R2 block: -1; M4 PAM: -2; M4 antag: 1; M4 ag: 1; CRFR2-BP ag: 0.5; CHRM5 PAM: 12; M5 antag: -7; M5 ag: -2

What do the screens show for `CC(OC(=O)CN(C)S(=O)(=O)c1ccc(Cl)cc1)C(=O)Nc1ncc(Cl)cc1Cl` (stereo not given)?
CHRM1 PAM: -6; CRFBP-R2 block: -6; M4 PAM: 5; M4 antag: 1; M4 ag: 0; CRFR2-BP ag: -0.3; CHRM5 PAM: -4; M5 antag: 8; M5 ag: -2

How did CCn1c(CNc2ccccc2Cl)nnc1SCC(=O)OC1CCCCC1 do in these assays?
CHRM1 PAM: -18; CRFBP-R2 block: -4; M4 PAM: -15; M4 antag: 5; M4 ag: 10; CRFR2-BP ag: -0.6; CHRM5 PAM: -11; M5 antag: 3; M5 ag: -2

How did Cc1ccc(CCc2nnc(SCC(=O)Nc3cc(Cl)ccc3Cl)n2-c2ccccc2)o1 do in these assays?
CHRM1 PAM: 4; CRFBP-R2 block: 6; M4 PAM: -15; M4 antag: 2; M4 ag: 0; CRFR2-BP ag: 0.8; CHRM5 PAM: -15; M5 antag: 23; M5 ag: -4

Results for Cn1c(N)c(C(=O)COC(=O)CSc2cccc3cccc(Cl)c23)c(=O)n(C)c1=O ?
CHRM1 PAM: 4; CRFBP-R2 block: -5; M4 PAM: 10; M4 antag: -22; M4 ag: 2; CRFR2-BP ag: -0.8; CHRM5 PAM: 8; M5 antag: 3; M5 ag: -1

Screening results from PubChem.
